High-throughput results from PubChem.
DUSP3 inh: VHR1 (DUSP3) phosphatase inhibition; inhibition, % at 20 µM; recombinant VHR phosphatase, colorimetric substrate read-out; 0.7% of 50,000 active; in the data active = inhibition above about 60%; note: some results filed as inactive read as strong as hits
Target sequence (P51452 whole entry, looked up): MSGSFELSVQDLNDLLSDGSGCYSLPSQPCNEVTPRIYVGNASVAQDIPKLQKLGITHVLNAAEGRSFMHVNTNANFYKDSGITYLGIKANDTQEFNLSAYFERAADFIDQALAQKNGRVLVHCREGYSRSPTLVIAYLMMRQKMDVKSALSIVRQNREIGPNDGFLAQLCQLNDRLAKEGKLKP
* = called active by the depositor.

Results for COc1ccc(CCNS(=O)(=O)c2ccc([N+](=O)[O-])cc2)cc1 ?
DUSP3 inh: -1.3

How did CC(=O)C(C(C)=O)c1cc(NS(=O)(=O)c2ccc(C)cc2)c2ccccc2c1O do in these assays?
DUSP3 inh: 5.8

What do the screens show for `C=CCOc1cccc(/C=N/NC(=O)CC(=O)NC2CCCCC2)c1`?
DUSP3 inh: -34.3

Results for COC(=O)C1=C(C)NC(=S)NC1c1cccs1 (centres undefined) ?
DUSP3 inh: 16.5

Results for CCOc1ccc2nc(NC(=O)COc3ccccc3C)sc2c1 ?
DUSP3 inh: -4.3

What do the screens show for `CCn1c2ccccc2c2nnc(SCC(=O)NC(C)c3ccccc3)nc21` (centres undefined)?
DUSP3 inh: -37.1

Results for Cc1cccc(/C(N)=N/OC(=O)COc2ccc(Br)cc2)c1 ?
DUSP3 inh: -13.1

What do the screens show for `COc1ccc(C(=O)CC(Nc2ccc([N+](=O)[O-])cc2)c2ccc(OC)cc2)cc1` (centres undefined)?
DUSP3 inh: 66.6

What do the screens show for `Cc1cc(OC(C)C)c2c(-c3ccccc3)cc(=O)oc2c1`?
DUSP3 inh: -5.2

What do the screens show for `CS(=O)(=O)N(CC(=O)Nc1cccc(C(F)(F)F)c1)c1ccc(Cl)cc1`?
DUSP3 inh: -2.4

How did O=C(/C=C/c1ccc(F)cc1)Nc1cccc(Br)c1 do in these assays?
DUSP3 inh: -15.6

Results for Cc1ccc(C(=O)N/C(=C\c2ccco2)C(=O)Nc2ccccc2C)cc1 ?
DUSP3 inh: 1.9

How did O=C(Nc1cccc([N+](=O)[O-])c1)c1ccccc1C(F)(F)F do in these assays?
DUSP3 inh: -7.2

What do the screens show for `C/C(=N\NC(=O)c1cccc([N+](=O)[O-])c1)c1ccncc1`?
DUSP3 inh: 0.7

Results for CCOc1cc(/C=C2/SC(=S)N(C)C2=O)ccc1OC(=O)c1ccc(F)cc1 ?
DUSP3 inh: -20.2

How did Oc1ccccc1C(=S)N1N=C(c2ccccc2)CC1(O)C(F)(F)F (centres undefined) do in these assays?
DUSP3 inh: -4.6

Results for CCN(CC)S(=O)(=O)c1ccc(NC(=O)c2ccco2)cc1 ?
DUSP3 inh: -0.7

What do the screens show for `CCOC(=O)c1[nH]nc2c1C(=O)N(c1cccc([N+](=O)[O-])c1)C2=O`?
DUSP3 inh: 2.1

How did COc1ccc(CC(=O)N2N=C(C)CC2(O)c2ccc(Cl)cc2)cc1OC (centres undefined) do in these assays?
DUSP3 inh: -15.6

What do the screens show for `C/C(=N\NC(=O)c1ccc(C(C)(C)C)cc1)c1ccc(C)o1`?
DUSP3 inh: -27.8

Already shown: two of the compounds above.
Results for COc1ccc(CCNS(=O)(=O)c2ccc([N+](=O)[O-])cc2)cc1 ?
DUSP3 inh: -1.3

How did CC(=O)C(C(C)=O)c1cc(NS(=O)(=O)c2ccc(C)cc2)c2ccccc2c1O do in these assays?
DUSP3 inh: 5.8

Later entries:
How did CC1=C(C(=O)OCc2ccc(C)cc2)C(c2ccc(O)cc2)NC(=O)N1 (centres undefined) do in these assays?
DUSP3 inh: -25.8

How did Cc1ccc2oc(-c3cccc(NC(=S)NC(=O)c4ccco4)c3C)nc2c1 do in these assays?
DUSP3 inh: -17.8

How did Nc1ccc2nc(SCCOc3ccccc3)sc2c1 do in these assays?
DUSP3 inh: -14.8

How did CCCCNCCCCCOc1ccc(C)c(C)c1 do in these assays?
DUSP3 inh: -101.5

Results for Cc1cc(C=C2C(=O)c3ccccc3C2=O)c(C)n1-c1cccc([N+](=O)[O-])c1 ?
DUSP3 inh: -12.3

How did CC(NC1CCCCC1)C(O)C12CC3CC(CC(C3)C1)C2 (centres undefined) do in these assays?
DUSP3 inh: -39.3

Results for CCOC(=O)c1cccc(/C=C/N(C)C)c1[N+](=O)[O-] ?
DUSP3 inh: -6.2

How did CC1(C)Cc2nc(NC(=S)Nc3ccccc3)c(C(=O)O)cc2CO1 do in these assays?
DUSP3 inh: 13.3

How did O=[N+]([O-])c1cccc(C2Nc3ccc(Cl)cc3C3C=CCC32)c1 (centres undefined) do in these assays?
DUSP3 inh: 2.3

How did COC(=O)C1=C(C)NC2=C(C(=O)CC(c3ccc4c(c3)OCO4)C2)C1c1ccccc1F (centres undefined) do in these assays?
DUSP3 inh: 5.0

What do the screens show for `CC(=O)Oc1c(Cl)c(Cl)c(OC(C)=O)c2ccccc12`?
DUSP3 inh: -5.7

What do the screens show for `Cc1cc(NC(=O)C2CCCCC2)cc(C)c1O`?
DUSP3 inh: -10.1

How did Cc1onc(-c2c(F)cccc2Cl)c1C(=O)NCC1COc2ccccc2O1 (centres undefined) do in these assays?
DUSP3 inh: -7.9

What do the screens show for `COc1ccc(C2Nc3ccccc3C(=O)N2Cc2ccccc2)cc1Cn1cc([N+](=O)[O-])cn1` (centres undefined)?
DUSP3 inh: -12.2

Results for O=C(O)CCN1C(=O)S/C(=C\c2ccccc2)C1=O ?
DUSP3 inh: -33.3

How did O=C(COc1ccc(-c2ccccc2)cc1)N/N=C/c1ccncc1 do in these assays?
DUSP3 inh: -10.6

Results for COc1ccc2c(c1OC)C(=O)N(c1ccc(C)cc1)C2=O ?
DUSP3 inh: -1.4

How did O=C(Nc1cccc(I)c1)c1cc2ccccc2oc1=O do in these assays?
DUSP3 inh: -43.7

What do the screens show for `COc1ccc(O)c(/C=N/c2nc3ccccc3[nH]2)c1`?
DUSP3 inh: -30.0

What do the screens show for `Cn1cc(/C=C/C(=O)c2ccc(Cl)cc2)c2ccccc21`?
DUSP3 inh: -5.8

Reprinted from the part before: 3 compounds, followed by the next part.
How did O=C(Nc1cccc(I)c1)c1cc2ccccc2oc1=O do in these assays?
DUSP3 inh: -43.7

What do the screens show for `COc1ccc(O)c(/C=N/c2nc3ccccc3[nH]2)c1`?
DUSP3 inh: -30.0

What do the screens show for `Cn1cc(/C=C/C(=O)c2ccc(Cl)cc2)c2ccccc21`?
DUSP3 inh: -5.8

How did CC(C)C(NC(=O)OCc1ccccc1)C(=O)NCC(=O)OC(C)(C)C (centres undefined) do in these assays?
DUSP3 inh: -12.9

Results for Cc1cc([N+](=O)[O-])ccc1NC(=O)COc1ccccc1C ?
DUSP3 inh: -12.5

Results for COC(=O)C1=C(C)NC2=C(C(=O)CCC2)C1c1ccc(OC(C)=O)cc1 (centres undefined) ?
DUSP3 inh: -6.7

Results for CC(C)(C)C(=O)Nc1ccccc1C(=O)Nc1ccccc1 ?
DUSP3 inh: -8.2

Results for O=C(O)CSc1nc2ccccc2c(=O)n1-c1ccccc1 ?
DUSP3 inh: -9.3

What do the screens show for `Cc1ccc(Cl)cc1NC(=O)CSc1nc2ccc(N3C(=O)c4ccccc4C3=O)cc2s1`?
DUSP3 inh: -2.4

How did Cn1c(=O)c2c3c(sc2n2c(SCc4ccccc4)nnc12)CCC3 do in these assays?
DUSP3 inh: -7.8

How did O=C(Nc1ccc(-c2nc3cc(Cl)ccc3o2)cc1)c1cccs1 do in these assays?
DUSP3 inh: -0.4

Results for CC1=CC(C)(C)N(C(=O)CSc2nc3ccccc3s2)c2ccccc21 ?
DUSP3 inh: 6.2

How did COc1ccc(CNC(=O)c2ccc(Cl)c(Cl)c2)cc1 do in these assays?
DUSP3 inh: -30.8

Results for CC(C)C12CN3CC(C(C)C)(CN(C1)C3c1cccc([N+](=O)[O-])c1)C2=O (centres undefined) ?
DUSP3 inh: -19.7

What do the screens show for `Cc1ccc(N2CC(C(=O)NCC(C)O)CC2=O)cc1` (centres undefined)?
DUSP3 inh: 0.8

Results for COc1cc(C(=O)Nc2ccc([N+](=O)[O-])cc2Cl)cc(OC)c1OC ?
DUSP3 inh: -14.8

What do the screens show for `O=C(CN1C(=O)/C(=C/c2cccc(Br)c2)SC1=S)Nc1ccccn1`?
DUSP3 inh: 21.6

Results for COC(=O)c1cc(NC(C)=O)cc(Br)c1[N+](=O)[O-] ?
DUSP3 inh: -3.0

How did O=C1OC(OC2CCCCC2)(c2ccccc2)c2ccccc21 (centres undefined) do in these assays?
DUSP3 inh: -5.6

Results for Clc1ccc(CNC23CN4CN(CN(C4)C2)C3)cc1 ?
DUSP3 inh: 4.8

What do the screens show for `CCOc1ccc(C(=O)NCc2ccc3c(c2)OCO3)cc1`?
DUSP3 inh: -1.0

How did CCOc1cc(/C=C2/C(=N)N3N=C(CC)SC3=NC2=O)ccc1OC(=O)c1cccc([N+](=O)[O-])c1 do in these assays?
DUSP3 inh: -1.2

How did CCC(=O)Nc1ccc(NC(=O)/C=C/c2ccc(-c3ccc(Cl)cc3Cl)o2)cc1 do in these assays?
DUSP3 inh: 23.1

By substructure: those above with bromine
Results for Cc1cccc(/C(N)=N/OC(=O)COc2ccc(Br)cc2)c1 ?
DUSP3 inh: -13.1

How did O=C(/C=C/c1ccc(F)cc1)Nc1cccc(Br)c1 do in these assays?
DUSP3 inh: -15.6

What do the screens show for `O=C(CN1C(=O)/C(=C/c2cccc(Br)c2)SC1=S)Nc1ccccn1`?
DUSP3 inh: 21.6

Results for COC(=O)c1cc(NC(C)=O)cc(Br)c1[N+](=O)[O-] ?
DUSP3 inh: -3.0

Next section:
What do the screens show for `COc1ccc(N(CC(=O)Nc2ccc3ccccc3c2)S(=O)(=O)c2ccccc2)cc1`?
DUSP3 inh: 1.9

Results for CN(C)c1ccc(C=Nc2nonc2N)cc1 ?
DUSP3 inh: -12.5

How did CCOc1ccc(NC(=O)CN(c2cccc(C(F)(F)F)c2)S(C)(=O)=O)cc1 do in these assays?
DUSP3 inh: -11.7

Results for O=C(Nc1ccc(Cl)cc1)C1C2/C=C\CCCCC21 (centres undefined) ?
DUSP3 inh: -5.4

Results for COc1ccc(NC(=O)c2cccc(C(F)(F)F)c2)c2ccccc12 ?
DUSP3 inh: -11.3

How did CN1C(=O)C(=Cc2ccccc2OC(=O)c2ccccc2)C(=O)N(C)C1=O do in these assays?
DUSP3 inh: 1.7

What do the screens show for `CCOC(=O)c1ccc(NC2=C(C(=O)C(F)(F)F)CCCC2)cc1`?
DUSP3 inh: 3.5

How did C1=CCC(/C=N/N=C(/c2ccccc2)C23CN4CN(CN(C4)C2)C3)CC1 (centres undefined) do in these assays?
DUSP3 inh: -20.6

What do the screens show for `O=C(/C=C/c1cccc2ccccc12)c1ccncc1`?
DUSP3 inh: -4.8

How did C=CC(=O)Oc1ccc(N2C(=O)C3CC=C(C)CC3C2=O)cc1 (centres undefined) do in these assays?
DUSP3 inh: -19.8

What do the screens show for `COc1cc(/C=c2\sc3nc4ccccc4n3c2=O)ccc1OC(=O)c1ccc(Cl)cc1`?
DUSP3 inh: -19.3

Results for Cc1cc(Oc2ccccc2F)c(F)cc1[N+](=O)[O-] ?
DUSP3 inh: -21.5

What do the screens show for `O=C(Nc1ccc2oc(-c3ccc(F)cc3Cl)nc2c1)c1ccco1`?
DUSP3 inh: -2.1

What do the screens show for `CC(C)CC(NC(=O)/C(=C/c1ccccc1F)NC(=O)c1ccccc1)C(=O)O` (centres undefined)?
DUSP3 inh: -15.0

Results for C=CCn1c(SCC(=O)NCc2cccnc2)nc2sc(C)c(C)c2c1=O ?
DUSP3 inh: 2.2

What do the screens show for `Cc1ccc(NC(=O)/C(=C\c2ccc(C)o2)NC(=O)c2ccccc2I)cc1`?
DUSP3 inh: -0.1

What do the screens show for `COc1ccc(NC(=O)c2ccc(F)c3ccccc23)c(OC)c1`?
DUSP3 inh: -15.0

What do the screens show for `Cc1cccc(C(=O)Nc2sc3c(c2C(=O)N2CCN(C)CC2)CCCCC3)c1`?
DUSP3 inh: -14.5

How did Cc1cccc(Cn2cc(/C=C(\C#N)C(=O)Nc3ccc(F)cc3)c3ccccc32)c1 do in these assays?
DUSP3 inh: 8.5

What do the screens show for `CSc1ccc(S(=O)(=O)N(CC(=O)Nc2ccccc2Cl)c2ccc(C)cc2)cc1`?
DUSP3 inh: 10.1

What do the screens show for `O=C(O)c1ccc(NC2=C(Cl)C(=O)N(c3cccc(Cl)c3)C2=O)cc1`?
DUSP3 inh: -25.0

What do the screens show for `O=S(=O)(N/N=C/c1cc(Cl)ccc1O)c1ccc(Cl)cc1`?
DUSP3 inh: -22.0

Results for CSc1ccccc1NC(=O)Cn1nc(C(F)(F)F)cc1C ?
DUSP3 inh: 11.3

Results for O=C(COc1ccc(Cl)cc1)Nc1ccc(Cl)cc1 ?
DUSP3 inh: 14.3

What do the screens show for `CCN(CC)c1ccc(C2NC(=S)NC(C)=C2C(=O)Nc2ccccc2)cc1` (centres undefined)?
DUSP3 inh: -20.2

Results for CCOc1cc(/C=C2/C(=O)NC(=O)N(c3ccc(C(C)C)cc3)C2=O)ccc1OCC(=O)O ?
DUSP3 inh: 23.5

How did CCONC(=NCc1ccccc1)c1nonc1N do in these assays?
DUSP3 inh: -13.8

What do the screens show for `Oc1c(C=Nc2cccc3nsnc23)sc2ccccc12`?
DUSP3 inh: 0.8

What do the screens show for `O=S(=O)(Nc1cccc(C(F)(F)F)c1)c1ccc(F)cc1`?
DUSP3 inh: -4.6

Results for COc1ccc(OC)c(NC(=O)c2ccccc2N(Cc2ccccc2)S(=O)(=O)c2ccccc2)c1 ?
DUSP3 inh: -26.6

Results for COC(=O)c1cc(NC(=O)c2ccc(C)c([N+](=O)[O-])c2)cc(C(=O)OC)c1 ?
DUSP3 inh: -9.3

How did COc1ccc(N2C(=O)CSC2c2ccccc2F)cc1 (centres undefined) do in these assays?
DUSP3 inh: -8.3

What do the screens show for `Cc1ccc(-c2nc3cc(Cl)ccc3o2)cc1NS(=O)(=O)c1ccccc1`?
DUSP3 inh: -5.5

What do the screens show for `COc1ccc(/C=N/NC(=O)c2ccoc2C)c(OC)c1OC`?
DUSP3 inh: -13.6

How did COc1ccccc1NC(=O)CSc1ncn[nH]1 do in these assays?
DUSP3 inh: -52.8

How did CCOC(=O)c1cc(=O)n2[nH]c(-c3ccc(Br)cc3)cc2n1 do in these assays?
DUSP3 inh: -0.9

How did COc1cc(NC(=O)CCN2C(=O)c3ccccc3C2=O)c(OC)cc1Cl do in these assays?
DUSP3 inh: -51.8

What do the screens show for `Cc1nn(-c2ccc(Cl)c(Cl)c2)c(C)c1-c1cccc([N+](=O)[O-])c1`?
DUSP3 inh: 4.7

How did CCCN=C(C)c1c(C)[nH]n(-c2nc3ccccc3s2)c1=O do in these assays?
DUSP3 inh: -8.3

Results for O=c1c2c(Br)c3c(=O)n(CCO)c(=O)c3c(Br)c2c(=O)n1CCO ?
DUSP3 inh: 21.3

What do the screens show for `Cc1ccc2c(Cl)c(C(=O)NC34CC5CC(CC(C5)C3)C4)sc2c1`?
DUSP3 inh: -4.6

Not all compounds are listed, so the mix of outcomes need not match the whole.
